Rab9 prom act: qHTS Assay for Rab9 Promoter Activators; hit rate 2.8% among 320,000; Huh7 Rab9 promoter-luciferase reporter, luminescence, 24 h; Potency, µM (highest dose often 9.22 µM), for inactives: at the highest dose activation, negative = inhibition, most hits filed as activators; AID 485297, 2010; also: potency is read from the fitted curve at half-maximal effect; % of control where 0% means no effect; nearly all actives have a fitted effect of over 60% in size
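Steps: seed 1500 Huh7 Rab9-luc cells per well, rest 2 h at 37 °C; add compound in DMSO; incubate 24 h; add luciferase reagent, 10 min ambient; read luminescence.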
p53 reactivation: qHTS assay for re-activators of p53 using a Luc reporter; Potency, µM (top dose mostly 92.2 µM), for inactives: at the highest dose activity change, positive = activation, hits mostly activators; hit rate 0.063% among 320,000; H1299 p53-A138V BP100-luciferase reporter, luminescence, 24 h; AID 504706, 2011; also: potency is read from the fitted curve at half-maximal effect; % of control where 0% means no effect; nearly all actives have a fitted effect of over 45% in size
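p53-null H1299 cells stably carrying temperature-sensitive p53-A138V and a BP100-luciferase reporter were pinned with compounds (4-point, 1:5 series) and held 24 hrs at 37 deg C. Luminescence was read 10 min after detection reagent.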
RORgamma inh: qHTS for inhibitors of ROR gamma transcriptional activity; hit rate 5.4% among 310,000; AID 2551, 2010; Potency, µM (highest dose often 53.6 µM), for the others: at the top dose activity change, negative = inhibition, actives largely listed as inhibitors; Drosophila S2 Gal4-RORgamma UAS-luciferase reporter, 20 h; also: potency is read from the fitted curve at half-maximal effect; % is scaled to controls: 0 for no effect and ±100 for the full control effect; nearly all actives have a fitted effect of over 60% in size
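Drosophila S2 cells stably expressing Gal4-DBD/mouse RORγ fusion under metallothionein promoter plus UAS-luciferase; compound 1 h, then 700 uM CuSO4 induction for 20 h at ambient temperature; inhibition read as reduced luminescence.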
BRCA1 expr up: qHTS Assay to Identify Small Molecule Activators of BRCA1 Expression | hit rate 1.1% among 380,000 | MCF7-BRCA1-FFLuc reporter, luminescence, 48 h; response scale: scaled: vehicle 0%, 10 µM genistein 100% | Potency, µM (titrated, usually from 46.1 µM), for inactives: at the highest dose activation, actives largely listed as activators; also: potency is read from the fitted curve at half-maximal effect; nearly all actives have a fitted effect of over 80% in size; some results filed as inactive show a strong effect at the top dose
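48 h compound treatment of MCF7-BRCA1-FFLuc cells (phenol-red free MEM, 37 °C), then 15 min with luciferase substrate and luminescence imaging.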
PKM2 act: qHTS Assay for Activators of Human Muscle isoform 2 Pyruvate Kinase; Pyruvate kinase PKM (Homo sapiens), P14618; purified PKM2, Kinase-Glo ATP luminescence, activation; response scale: 0% is enzyme alone, no compound; Potency, µM (highest dose often 57.5 µM), for inactives: at the top dose activation, usual class: activators; hit rate 0.34% among 260,000; AID 1631, 2009; also: potency is read from the fitted curve at half-maximal effect; % is scaled to controls: 0 for no effect and ±100 for the full control effect; nearly all actives have a fitted effect of over 55% in size
Target sequence (P14618 whole entry, looked up, canonical isoform): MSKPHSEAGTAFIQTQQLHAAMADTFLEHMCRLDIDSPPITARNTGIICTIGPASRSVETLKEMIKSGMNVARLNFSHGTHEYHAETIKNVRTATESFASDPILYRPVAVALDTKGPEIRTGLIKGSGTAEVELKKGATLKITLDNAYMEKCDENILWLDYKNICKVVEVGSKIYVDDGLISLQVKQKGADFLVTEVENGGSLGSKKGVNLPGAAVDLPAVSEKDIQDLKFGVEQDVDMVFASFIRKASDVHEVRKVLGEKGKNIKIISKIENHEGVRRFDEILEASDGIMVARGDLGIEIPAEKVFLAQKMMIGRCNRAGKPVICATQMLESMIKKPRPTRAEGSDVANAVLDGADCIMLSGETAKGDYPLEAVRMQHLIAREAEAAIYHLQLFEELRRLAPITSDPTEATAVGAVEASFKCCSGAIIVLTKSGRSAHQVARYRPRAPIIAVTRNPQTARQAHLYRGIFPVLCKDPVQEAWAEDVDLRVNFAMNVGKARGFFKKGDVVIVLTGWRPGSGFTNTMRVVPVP
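Kinase-Glo luminescence reports ATP generated from ADP (0.1 mM) and PEP (0.5 mM) by purified hPK-M2 after 1 h at room temperature, pH 7.2 imidazole buffer; intermediate enzyme activity allows detecting inhibitors and activators.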
ELG1 genotox: qHTS screen for small molecules that induce genotoxicity in human embryonic kidney (HEK293T) cells expressing luciferase-tagged ELG1; hit rate 1.3% among 330,000; Potency, µM (doses to about 46 µM), without a hit: at the top dose activity change, positive = activation, usual class: activators; HEK293T ELG1-luciferase reporter, luminescence, 16 h; also: potency is read from the fitted curve at half-maximal effect; % of control where 0% means no effect; nearly all actives have a fitted effect of over 60% in size
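DMSO vehicle served as control against compound-treated ELG1-luciferase HEK293T cells; exposure lasted 16 hr at 37 °C and 5% CO2, followed by ONE-Glo luminescence detection after 30 min.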
NPC1 prom act: qHTS Assay for NPC1 Promoter Activators; Huh7 NPC1 promoter luciferase reporter, 24 h; Potency, µM (top dose mostly 9.22 µM), without a hit: at the highest dose activation, most hits filed as activators; hit rate 2.4% among 320,000;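 also: potency is read from the fitted curve at half-maximal effect; % of control where 0% means no effect; nearly all actives have a fitted effect of over 60% in size; reporter is driven by a mutant NPC1 promoter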
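Readout is luciferase luminescence, reflecting NPC1 promoter activation in stably transfected Huh7 cells after 24 h compound exposure at 37 °C in reduced-serum medium with 10% FBS.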
Gal4-VP16 FLuc: VP16 counterscreen qHTS for inhibitors of ROR gamma transcriptional activity. Drosophila S2 Gal4-VP16 UAS-luciferase, luminescence, 20 h. Potency, µM (top dose mostly 53.6 µM), inactives show at the highest dose activity, negative = inhibition, most hits filed as inhibitors. hit rate 3.5% among 310,000. AID 2546, 2010;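 also: Gal4-VP16 expression switched on by copper sulfate through the metallothionein promoter; potency is read from the fitted curve at half-maximal effect; % is scaled to controls: 0 for no effect and ±100 for the full control effect; nearly all actives have a fitted effect of over 50% in size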
Giardia kill: Small Molecules that selectively kill Giardia lamblia: qHTS; hit rate 0.15% among 340,000; AID 540267, 2011; activity change, % at 7.66 µM, hits read low; Giardia lamblia trophozoite viability; in the data active = activity change below about -80%; inconclusive = between about -30% and that limit;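 also: parasites exposed to compound for two days anaerobically before the ATP read; % is scaled to controls: 0 for no effect and ±100 for the full control effect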
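Luminescent ATP signal served as the viability read-out, measured 15-30 min after adding ATP detection reagent to trophozoites that had been incubated with compounds for 48 hrs at 37 deg C anaerobically at 100 cells/well.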
Menin-MLL TR inh: qHTS Assay for Inhibitors Targeting the Menin-MLL Interaction in MLL Related Leukemias: Competition With Texas Red Labeled MLL-derived Mutant Peptide. AID 1768, 2009. Menin + Texas Red MLL mutant peptide, fluorescence polarization. hit rate 0.23% among 270,000. O00255. Potency, µM (titrated, usually from 61.6 µM), for the others: at the highest dose FP activity change, negative = inhibition, actives largely listed as inhibitors; active = well fitted inhibition curve with a large enough effect in the polarisation, with a control signal flat, not every such curve was filed as active; inconclusive = small, poorly fitted or top-dose-only effect, or effect the other way, or a change in a side signal; inactive = no such curve, though single readings can be large or run the other way; the % refers to the polarisation; also: potency is read from the fitted curve at half-maximal effect; % of control where 0% means no effect; many of its hits are not listed in these tables
FLuc modulator: qHTS profiling assay for firefly luciferase inhibitor/activator using purifed enzyme and Km concentrations of substrates (counterscreen for miR-21 project); Luciferin 4-monooxygenase (Photinus pyralis), P08659; purified FLuc, Km substrates, luminescence inhibition; Potency, µM (top dose mostly 57.5 µM), for inactives: at the top dose activity change, negative = inhibition, actives largely listed as inhibitors; hit rate 6.9% among 360,000;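 also: potency is read from the fitted curve at half-maximal effect; plate controls were vehicle for no effect and reference inhibitor for full effect; nearly all actives have a fitted effect of over 55% in size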
Target sequence (P08659 whole entry, looked up): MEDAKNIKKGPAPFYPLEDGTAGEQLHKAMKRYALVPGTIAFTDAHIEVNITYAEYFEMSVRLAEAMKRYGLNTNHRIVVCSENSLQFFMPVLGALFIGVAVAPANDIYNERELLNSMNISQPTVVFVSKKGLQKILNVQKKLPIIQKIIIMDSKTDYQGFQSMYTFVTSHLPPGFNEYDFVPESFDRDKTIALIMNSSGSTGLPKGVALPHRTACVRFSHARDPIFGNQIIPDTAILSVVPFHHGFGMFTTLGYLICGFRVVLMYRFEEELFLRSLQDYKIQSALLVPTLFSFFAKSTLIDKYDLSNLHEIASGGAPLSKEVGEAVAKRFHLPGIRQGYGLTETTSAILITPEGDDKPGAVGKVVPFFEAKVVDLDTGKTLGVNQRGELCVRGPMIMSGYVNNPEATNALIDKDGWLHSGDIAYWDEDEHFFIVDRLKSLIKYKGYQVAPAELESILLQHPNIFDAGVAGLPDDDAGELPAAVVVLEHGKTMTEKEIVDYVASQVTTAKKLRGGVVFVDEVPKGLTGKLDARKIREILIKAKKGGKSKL
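Biochemical qHTS of compounds, final roughly 60 µM downward over six points, against 10 nM purified firefly luciferase using Km concentrations of substrates (10 uM D-luciferin, 10 uM ATP) in Tris acetate pH 7.5 buffer; luminescence output.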
An asterisk follows results filed as active; ? = inconclusive; . = not tested or not shown; [ ] = dose if it differs, or a comment. Unless noted, calls follow the shape of the dose curve; as a rule, active = well fitted curve in the direction sought with a large enough effect; inconclusive = small, poorly fitted or top-dose-only effect, or another doubt; inactive = no such curve, though single readings can be large; an effect the other way counts as inactive or inconclusive. These rows are one share of the data; rates above refer to the full screens.

SMILES	Rab9 prom act	p53 reactivation	RORgamma inh	BRCA1 expr up	PKM2 act	ELG1 genotox	NPC1 prom act	Gal4-VP16 FLuc	Giardia kill	Menin-MLL TR inh	FLuc modulator
Cc1ccc(N(C)C(=O)C2CCN(S(=O)(=O)c3ccc4c(c3)oc(=O)n4C)CC2)cc1	-2%	-5%	14%	-2%	2%	-3%	-3%	2%	12	0%	-2%
N#CC1(c2c(O)nc3n(c2=O)CCCS3)CCCCC1	3%	-2%	1%	17%	4%	0%	-2%	-7%	0	-2%	8%
COc1ccc(NS(=O)(=O)NC(=O)c2c(C)n(C)c3ccccc23)cc1	0%	9%	11%	-40%	-1%	3%	0%	1%	-8	2%	-7%
O=C(O)c1ccc(N=c2oc3cc(O)ccc3cc2C(=O)NCc2ccccc2)cc1	-4%	1%	-20%	50%	-1%	5%	0%	-14%	-5	?	?
CCc1nc(NC(C)(C)C)c2cnn(-c3ccccc3)c2n1	?	?	-16%	29%	-1%	?	?	-3%	-5	102%[activator]	19µM*
CC(C)(C)C(=O)Cn1c(=O)n(CC2CCCO2)c(=O)c2ccccc21 (configuration not stated)	-8%	-10%	-1%	-2%	-3%	-2%	-3%	-9%	-4	1%	2%
O=C(N/N=C/c1ccc(Br)o1)c1cncc(Br)c1	3%	1%	5.6µM*	-2%	-1%	0%	-2%	?	-6	29%	-5%
O=C(COc1ccc2ccc(=O)oc2c1)c1ccccc1	24%	8%	9%	55%	-4%	14%	7%	28%	14	5%	?
Cc1c(C)c2ccc(OCC(=O)NCCN3CCOCC3)c(C)c2oc1=O	-3%	-15%	0%	-5%	0%	11%	-2%	-11%	39[activator]	-9%	0%
COc1ccc(Br)cc1CNC(=O)Nc1cccs1	-3%	5%	24%	-34%	8%	-1%	1%	2%	-2	.	6%
Cc1ccc(NC(=O)Nc2ccc(S(N)(=O)=O)cc2)cc1	6%	0%	38%	?	-2%	6%	9%	-4%	6	-22%	-19%
CN(C)Cc1c(O)ccc2[nH]cnc12	2%	0%	0%	20%	-33%	-2%	-3%	3%	-9	-4%	5%
CCN(CC)S(=O)(=O)c1ccc2c(c1)nc(CCC(=O)OCc1c(C)noc1C)n2C	12%	2%	11%	19%	-4%	-10%	0%	-5%	34[activator]	-13%	-1%
CCOC(=O)N/N=C/c1c[nH]c2ccccc12	8%	9%	37%	-3%	5%	8%	-2%	-5%	8	-15%	?
CC(C)(C)NC(=O)C(c1ccccc1)N(C(=O)c1csnn1)C1CC1 (configuration not stated)	1%	-9%	0%	0%	-2%	2%	-4%	1%	31[activator]	4%	1%
O=C(N/N=C1\CC2CC=CC12)c1ccc(Br)cc1 (configuration not stated)	-4%	1%	11µM*	-7%	2%	1%	-1%	0%	13	?	-8%
N#Cc1nc(COc2ccc(Br)cc2)oc1N1CCCCCC1	-5%	-3%	?	6%	14%	-14%	1%	7%	-14	-3%[11.7 µM]	?
Cc1c(C#N)c2ccccc2n1CC(=O)NCCc1c[nH]c2ccccc12	2%	-10%	44%	0%	0%	-8%	2%	2%	1	8%[11.7 µM]	2%
Cc1ccc(C(=O)COC(=O)C(C)N2C(=O)C3C4CCC(C4)C3C2=O)cc1C (configuration not stated)	1%	-10%	40%	5%	0%	-6%	1%	-14%	19	-10%	?
NC(=O)CSc1nnc(-c2ccccc2Br)n1-c1cccc(C(F)(F)F)c1	-1%	-4%	23%[10 µM]	-12%	-2%	-1%	0%	-7%	-1	40%[activator]	-3%
CCOC(=O)c1ccccc1NC(=O)COC(=O)C1CC(=O)N(c2ccc3c(c2)OCCO3)C1 (configuration not stated)	2%	3%	.	-12%	.	1%	3%	.	-8	.	8%
CC(=O)/C(C#N)=C1\NC(=O)C(Cc2ccc(C)c(C)c2)S1 (configuration not stated)	11%	?	12%	14%	-1%	-1%	10%	5%	9	?	21µM*
Oc1cccc(N2Cc3ccccc3C2)c1	-1%[1.84 µM]	11%	20%	10%	.	11%	-1%	-7%	22	?	?
O=c1c2ccccc2nc(-c2cccs2)n1-c1ccc2ccccc2c1	3%	12%	-16%	-18%	-5%	2%	1%	-7%	-10	-19%	?
Cc1cccc(NC(=O)CSCC(=O)Nc2cc(Cl)ccc2N2CCN(C)CC2)c1	4%	?	-24%	-17%	-3%	0%	2%	-3%	-11	?	2%

Other structures:
SMILES	Rab9 prom act	p53 reactivation	RORgamma inh	BRCA1 expr up	PKM2 act	ELG1 genotox	NPC1 prom act	Gal4-VP16 FLuc	Giardia kill	Menin-MLL TR inh	FLuc modulator
CCc1ccc(Nc2n[n+](-c3ccccc3)c(-c3ccc(N(CC)CC)cc3)s2)cc1	1%	12%	?	-71%	-2%	8%	-9%	13µM*	-25	?	?
CCOc1ccc(NC(=O)C[n+]2ccc(N(C)C)cc2)cc1	-1%	3%	14%	-27%	-15%	-7%	0%	-12%	-8	2%	-4%
O=C(O)CCC(=O)Nc1ccc(-n2ccc(C(F)(F)F)n2)cc1	-1%	.	-20%	-26%	-6%	15%	-1%	0%	-1	.	-4%
O=C(NNS(=O)(=O)c1cc(Cl)c(Cl)cc1Cl)c1cccnc1	8%	7%	1%	-26%	-2%	4%	0%	1%	8	.	-2%
Oc1cccc(/C=C/c2ccc3cccc(O)c3n2)c1	13%	?	-108%	-68%	.	?	?	5µM*	-18	?	1.5µM*
Cn1nc(-c2ccccc2)nc1-c1ccccc1	?	?	.	-7%	.	12%	?	.	13	.	21µM*
COc1ccc(C(=O)Nc2ccc(C3(C#N)CCCC3)cc2)cc1OC	?	.	19%	0%	-15%	?	?	7%	6	34%[activator]	11µM*
Cc1ccccc1NC1=C(Cl)C(=O)N(C2CCCCC2)C1=O	4%	10%	5%	-8%	-8%	-6%	0%	?	-7	-3%	-14%
CC[C@]12CCCN3CCc4c(n(c5ccccc45)C(=O)C1)[C@@H]32	-14%	-12%	.	-47%	.	4%	-19%	.	2	.	-2%
CC[C@]1(c2ccccc2OC)ON(c2ccccc2C(F)(F)F)C1=O	-5%	?	.	-71%	.	-5%	-13%	.	-5	.	2%
O=C(N/N=C\c1ccc(-c2ccc([N+](=O)[O-])cc2)o1)c1ccc2c(c1)OCO2	1%	-24%	-37%	-10%	-15%	15%	2%	?	19	?	1%
CCOC(=O)c1[nH]c2ccc(F)cc2c1NC(=O)CCN1CCOCC1	0%	-4%	27%	0%	-3%	0%	-4%	7%	1	2%	1%
Cc1ccc(C)c(N(CC(=O)NC2CCCC2)C(=O)c2cc3cc4cccc(C)c4nc3s2)c1	-2%	-2%	-17%	-4%	-5%	-2%	0%	-5%	3	.	2%
Cc1ccc(S(=O)(=O)N(C)CC(=O)OCC(=O)Nc2ccccc2)cc1	0%	1%	22%	1%	7%	0%	-1%	-9%	24	.	-4%
Cc1cccc(/C=N/n2c(-c3ccccc3)n[nH]c2=S)c1O	4%	.	-38%	-1%	3%	-5%	-2%	?	-29	-7%	0%
COc1ccccc1OCC(=O)NN=C(Cc1ccccc1)Cc1ccccc1	0%	19%	-12%	-10%	-7%	-4%	-15%	?	0	-7%	0%
CC(C)(C)c1cc(-n2ccnc2)n2ncc(-c3ccc(Cl)cc3)c2n1	13%	?	?	78%	3%	?	-2%	?	-13	-10%	?
NC(=O)CC(NC(=O)Cc1ccc(Cl)cc1)c1ccc(N2CCC(Cc3ccccc3)CC2)c([N+](=O)[O-])c1 (configuration not stated)	-3%	11%	-15%	-29%	-2%	1%	-2%	-8%	-24	?	1%
Cc1cc(C)n(-c2cc(C(C)(C)C)nc3c(-c4ccc(Cl)cc4)cnn23)n1	6%	17%	-2%	47%	-1%	3%	-3%	17%	-1	3%	?
CC(C)(C)NC(=O)CSc1nnc(NC(=O)CCn2cnc3ccccc3c2=O)s1	-7%	5%	-28%	0%	-2%	-3%	1%	-2%	-4	2%	-1%
Cc1ccc(NC(=O)C/C(N)=N/OC(=O)c2ccccc2)cc1	-1%	5%	?	-10%	.	-2%	-7%	-7%	3	7%	-7%
COc1ccc(S(=O)(=O)Nc2ccc(S(=O)(=O)N3CCCCC3)cc2)cc1OC	-8%	-1%	?	4%	-3%	0%	-1%	5%	-5	-3%	0%
Cc1ccccc1S(=O)(=O)c1cc(C#N)c(=O)[nH]c1N	6%	2%	2%	0%	-9%	-1%	-3%	4%	7	-1%	?

Compound activity as filed in PubChem BioAssay.
